# Source: PubChem
# sPLA2-III inh – Blocks human group III sPLA2 activity; inhibition, % at 12.2 µM; Q9NZ20; 370,000 compounds, 0.56% hits; QFRET BODIPY PC-A2 liposome hydrolysis, fluorescence;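 active means inhibition above mean plus 3 SD of compounds lying within the high and low control bounds, cut at about 19% in these data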;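 further: 0% = median of test compound wells and 100% = no enzyme DMSO wells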
# hgDAF12 agonist – hgDAF-12 agonism, primary luciferase screen | activation, % at 6.8 µM | 370,000 compounds, 1.8% hits | AID 687014 | HEK293 GAL4-hgDAF12 UAS-luciferase reporter, agonist luminescence; normalized to butyrate control;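 active means activation above a cutoff set at the mean of all screened compounds plus 3 SD, cut at about 10% in these data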;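 further: 0% = DMSO wells and 100% = sodium butyrate wells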
# PG9 Ab binder – small molecules binding HIV-1 gp120 antibody PG9. 360,000 compounds, 0.43% hits. inhibition, % at 6.7 µM. AID 624416. TR-FRET gp120-PG9 antibody binding; in the data active means inhibition above about 8.5%
# DAX1 inh-1 – inhibits human nuclear receptor DAX1; HEK293 Gal4-DAX1 luciferase reporter, luminescence; inhibition, % at 6.75 µM; 340,000 compounds, 0.99% hits; AID 504766;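 active means inhibition above the mean over all tested compounds plus 3 SD, cut at about 4.2% in these data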;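 further: 0% = DAX1-transfected cells with DMSO and 100% = empty-vector control cells with DMSO; inhibition shows as a rise in luminescence from relieved DAX1 repression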
# Target sequence (P51843 207-470 limits assumed): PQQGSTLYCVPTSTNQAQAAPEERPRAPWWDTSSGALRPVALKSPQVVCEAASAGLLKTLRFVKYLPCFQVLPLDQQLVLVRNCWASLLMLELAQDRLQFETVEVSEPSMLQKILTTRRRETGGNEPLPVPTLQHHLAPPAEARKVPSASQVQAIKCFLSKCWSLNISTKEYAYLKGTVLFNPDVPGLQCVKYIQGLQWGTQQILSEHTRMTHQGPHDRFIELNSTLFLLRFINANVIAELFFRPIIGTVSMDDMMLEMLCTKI
# DAX1 inh-2 – blocks DAX1 repression of SF-1 activated StAR promoter; HEK293T StAR-luciferase reporter, SF-1/DAX-1 repression relief; AID 652010; 370,000 compounds, 1.1% hits; inhibition, % at 6.8 µM;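 active means inhibition above the mean over all tested compounds plus 3 SD, cut at about 3.6% in these data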;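 further: 0% = DAX-1 cells with DMSO and 100% = cells lacking DAX-1 with DMSO; higher inhibition means more luminescence from relief of DAX-1 repression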
# PLC-beta3 inh – blocks human PLC-beta3 enzyme activity. Q01970. AID 720704. inhibition, % at 12.2 µM. Purified PLC-beta3, fluorogenic substrate, fluorescence. 370,000 compounds, 0.18% hits; in the data active means inhibition above about 11%;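 further: 0% = median of compound wells on plate and 100% = full blocker control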
# ssDAF12 agonist – activators of S. stercoralis DAF-12 nuclear receptor; HEK293 ssDAF-12/GRIP1 lit1-tk-luc reporter, luminescence; % of 3 µM dafachronic acid response; activation, % at 6.8 µM; 370,000 compounds, 1% hits;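 active means activation above the mean over all tested compounds plus 3 SD, cut at about 0.9% in these data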;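 further: 0% = DMSO-only wells and 100% = 3 µM delta7-dafachronic acid wells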
# NR1D1 modulator – modulates human Rev-erb alpha binding to DNA. P20393. Rev-erbα–FITC-DNA binding, fluorescence polarization, 90 min. activity, % at 10 µM. 370,000 compounds, 0.79% hits;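 active means activity above about 14%, limit read from the data; passing the limit was not always enough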;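 further: 0% = DMSO wells with 35 nM protein and 100% = DMSO wells with 750 nM protein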
# Target sequence (P20393 whole entry, looked up): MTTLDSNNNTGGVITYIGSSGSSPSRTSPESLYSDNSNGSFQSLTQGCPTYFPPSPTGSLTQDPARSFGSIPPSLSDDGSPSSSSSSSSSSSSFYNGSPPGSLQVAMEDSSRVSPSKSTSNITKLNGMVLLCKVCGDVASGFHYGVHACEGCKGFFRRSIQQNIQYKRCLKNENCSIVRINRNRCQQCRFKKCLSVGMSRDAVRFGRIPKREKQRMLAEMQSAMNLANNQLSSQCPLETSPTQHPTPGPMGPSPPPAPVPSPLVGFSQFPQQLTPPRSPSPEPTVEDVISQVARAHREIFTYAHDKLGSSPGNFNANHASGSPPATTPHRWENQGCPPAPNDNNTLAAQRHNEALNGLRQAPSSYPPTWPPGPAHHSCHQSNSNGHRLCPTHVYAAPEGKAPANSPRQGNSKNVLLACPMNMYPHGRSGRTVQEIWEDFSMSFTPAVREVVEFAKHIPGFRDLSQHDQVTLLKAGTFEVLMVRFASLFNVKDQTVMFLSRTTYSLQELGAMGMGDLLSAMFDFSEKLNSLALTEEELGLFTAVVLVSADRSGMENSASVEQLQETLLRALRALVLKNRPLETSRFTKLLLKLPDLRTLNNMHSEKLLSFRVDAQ
# hcDAF-12 act – activates DAF-12 receptor from parasite H. contortus. HEK293 hcDAF-12 lit1-tk-luc reporter, luminescence; 0% DMSO, 100% Δ7-dafachronic acid. activation, % at 6.8 µM. 370,000 compounds, 1.4% hits. AID 652067;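 active means activation above the mean of all tested compounds plus 3 SD, cut at about 5.5% in these data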;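 further: 100% = response to 3 µM Δ7-dafachronic acid high control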
# FXN GAA850 act – activators of GAA850 frataxin (FXN) promoter; HEK293 lucGAA850 FXN promoter luciferase reporter, 24 h; percent of 10 µM SAHA response; activation, % at 6 µM; 360,000 compounds, 0.56% hits;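 active means activation above the average of all compounds screened plus 3 SD, cutoff fixed separately per campaign, cut at about 7.5% in these data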;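 further: 0% = DMSO wells and 100% = 10 µM SAHA wells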
# SMARCA2 act – SMARCA2 function activation, primary screen; activation, % at 9.1 µM; 370,000 compounds, 1% hits; AID 652017; MG213 cells, MMTV-luciferase reporter, dexamethasone, overnight; in the data active means activation above about 7.8%;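 further: 0% = vehicle wells and 100% = reference activator wells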
# * marks the source's active call; other numbers are inactive results; . = no result given; & = joins results of further samples.
SMILES,sPLA2-III inh,hgDAF12 agonist,PG9 Ab binder,DAX1 inh-1,DAX1 inh-2,PLC-beta3 inh,ssDAF12 agonist,NR1D1 modulator,hcDAF-12 act,FXN GAA850 act,SMARCA2 act
COc1ccccc1N1CC(C(=O)Nc2ccc(N3CCOCC3)cc2)CC1=O (centres undefined),7,0.2,-1.4,0.6,1.9,2,-1.5,1,-0.4,0.1,-2
CN1OC[C@@H]2CN(C(=O)CCc3ccccc3)[C@H](c3cccc(Oc4ccccc4)c3)C[C@@H]21,-6,2.7,1.8,-0.4,0.9,0,-1.4,6,-0.9,-0.8,1
Cc1cccc(C)c1NC(=S)N1CCCN(Cc2ccc(F)cc2)C1,10,-1.2,0.9,1.2,0.4,-7,-0.6,-7,-0.3,2.1,-2
CCc1ccccc1OCC(=O)Nc1cccc(S(=O)(=O)NC2=NCCC2)c1,-1,1.8,-0.3,-0.6,0.7,-6,-0.7,-2,-0.1,0.1,-1
COc1ccc(/C=N/NC(=O)c2nn(-c3ccccc3)c(=O)c3c(N)scc23)cc1,-5,-0.3,-1.5,-0.1,-0.1,-2,-0.5,5,-2.2,1.6,-2
CCCCC(=O)N[C@@H]1CC[C@@]23CCCN2C(=O)CCC[C@H]3[C@H]1C,7,0.5,.,.,.,4,-1.4,1,0.2,.,.
COc1ccc(CNC(=O)CCCc2ccccc2)cc1,-3,-1.5,2.6,-0.2,0.1,4,-0.6,-6,-1.4,3.7,2
COc1ccc(C(=O)NCCc2ccccc2)cc1OC,7,10,-2.2,1.7,1.1,-8,-1.0,7,3.0,4.9,2
COc1cccc(-c2cnc3c(NC=O)cc(-c4ccc(S(C)(=O)=O)cc4)cn23)c1,-10,-3.3,-0.9,.,-2.8,-167,-1.8,0,-2.5,0.1,8
CCOc1ccc(S(=O)(=O)NCCCN2CCCC2=O)cc1,3,-0.9,0.1,-0.6,-0.1,1,-1.4,-4,-0.5,2.1,4

# Sorted by the number under hcDAF-12 act (largest number first): 4 of the compounds above
SMILES,hcDAF-12 act
COc1ccc(C(=O)NCCc2ccccc2)cc1OC,3.0
CCCCC(=O)N[C@@H]1CC[C@@]23CCCN2C(=O)CCC[C@H]3[C@H]1C,0.2
COc1ccc(CNC(=O)CCCc2ccccc2)cc1,-1.4
COc1ccc(/C=N/NC(=O)c2nn(-c3ccccc3)c(=O)c3c(N)scc23)cc1,-2.2

# The list continues:
SMILES,sPLA2-III inh,hgDAF12 agonist,PG9 Ab binder,DAX1 inh-1,DAX1 inh-2,PLC-beta3 inh,ssDAF12 agonist,NR1D1 modulator,hcDAF-12 act,FXN GAA850 act,SMARCA2 act
COc1ccc(-c2ccc3c(c2)C2CC3CCN2C(=O)C2CCCCC2)cc1 (centres undefined),-10,-1.2,0.8,-2.1,-2.8,3,-1.2,0,-2.7,-0.5,-6
O=C(NC1CCC(C(=O)O)CC1)OCc1ccccc1 (centres undefined),8&8&1,-3.1&1.9&-0.3,-0.4&-0.5&0.2,0.4&0.8&0.5,0.3&0.1&-0.1,-3&2&1,-0.9&-1.3&-0.5,3&-3&-3,0.4&-0.4&-1.5,-1.1&-1.0&-0.4,0&0&-2
CCOC(=O)c1c(C)n(C)c2cc(-c3cccc(C(F)(F)F)c3)c(O)cc12,-1,-2.6,-1.3,-0.7,-0.5,-6,-1.7,-1,-1.1,2.4,1
CCCCn1nc2cc(C(=O)NCc3ccco3)ccc2c1OCC,-5,1.4,-0.3,0.4,-0.5,-451,-1.0,3,-2.4,1.7,-1
CS(=O)(=O)N1N=C(c2cccs2)CC1c1ccccc1F (centres undefined),1,-0.2,0.1,4.2,-0.2,0,-0.8,-3,0.9,-0.2,-3
CCn1ccc(C(=O)NCCCN2CCCC2=O)n1,0,0.9,-0.4,0.3,0.0,-3,-0.8,1,-0.3,0.2,3
O=C(COc1ccc(F)cc1F)Nc1cccnc1,7,-1.2,-1.7,0.2,3.3,-5,-1.0,-1,-0.9,1.1,3
CC1(C)Cc2c(sc3c2c(=N)n(Cc2ccco2)c(=O)n3CC(=O)Nc2cccc(Cl)c2)CO1,-6,-1.3,1.1,-1.2,-0.5,-22,-1.3,2,-2.2,-0.6,0
CC(=O)N(Cc1ccc(F)cc1)Cc1nc2ccccc2c(=O)[nH]1,1,1.4,-1.5,-0.5,0.0,0,-1.3,5,0.7,-0.3,-1
O=C(Nc1cccc(S(=O)(=O)N2CCCCC2)c1)C1CCC1,-2,-2.5,-1.2,-1.7,-1.0,-2,-0.2,1,-0.5,0.0,-2
CSCCC(NC(=O)/C(=C\c1ccc(Cl)cc1)NC(=O)c1ccccc1)C(=O)O (centres undefined),0,2.7,0.1,-0.6,-0.6,2,-1.3,5,-0.8,0.9,-3
O=C(CSc1ccc2nnc(-c3ccccn3)n2n1)Nc1ccc(F)cc1F,7,0.1,-0.5,0.3,-1.1,-8,-1.1,4,-1.5,2.2,1
Cn1c(SCC(=O)Nc2cccnc2)nnc1-c1ccccc1F,2,-3.6,-4.3,-0.7,-0.8,3,-1.2,-9,-0.6,4.2,-6
O=C(CN1CC(=O)Oc2ccccc21)OCC(=O)c1ccc(F)cc1,4,-2.2,1.4,-0.2,-0.2,-5,-1.1,4,1.6,3.9,-2
C=CCn1c(SCC(=O)Nc2ccccc2)nnc1-c1cccc(S(=O)(=O)N2CCOCC2)c1,-4,1.6,-1.2,0.6,-0.7,1,-1.6,1,0.9,0.2,2
CCc1c(C)c(C#N)c2nc3ccccc3n2c1NCCCN(C)C,-1,0.8,0.3,2.8,1.8,-108,-0.7,-2,3.9,2.9,7
CCOC(=O)c1cn[nH]c1NC(=S)Nc1ccc(OC)cc1,10,9.4,1.8,-2.0,1.6,-5,0.3,-1,8.0*,-3.0,-1
CCC(C)Cn1c(C(C)C)nc2ccccc21 (centres undefined),5,0.4,1.5,0.5,0.5,1,-0.8,-2,-0.5,-0.8,0
Cc1ccc(-c2nnc(SCC(=O)N/N=C/c3ccccc3C(=O)O)n2C2CCCCC2)cc1,-15,0.1,1.5,0.2,0.3,-6,-0.5,-2,-2.7,1.9,-1
O=C(NC1CC1)c1cccc(NC(=O)C2CCCCC2)c1,6,4.3,-1.3,0.4,3.4,5,-0.2,-4,0.3,0.3,8.1*

# A few values from the list:
# `CCOC(=O)c1cn[nH]c1NC(=S)Nc1ccc(OC)cc1` @ DAX1 inh-1 = -2.0
# `CSCCC(NC(=O)/C(=C\c1ccc(Cl)cc1)NC(=O)c1ccccc1)C(=O)O` (centres undefined) @ hcDAF-12 act = -0.8

# Going on with the list.
SMILES,sPLA2-III inh,hgDAF12 agonist,PG9 Ab binder,DAX1 inh-1,DAX1 inh-2,PLC-beta3 inh,ssDAF12 agonist,NR1D1 modulator,hcDAF-12 act,FXN GAA850 act,SMARCA2 act
CC(C)(C)n1nnnc1C(c1ccccc1)N1CCN(c2ccccc2)CC1 (centres undefined),2,1.8,-0.8,.,-0.1,-2,-0.4,-2,0.2,.,-1
O=C(O)CN1C(=O)C=CC1=O,2,3.0,-0.4,4.7*,0.0,4,-0.6,-3,1.2,0.5,-3
O=C(NCc1ccncc1)Nc1cccc([N+](=O)[O-])c1,4,-3.1,-0.8,-0.1,-0.5,-6,-1.9,6,-0.6,-0.2,2
Nc1cn(C2OC(CO)C(O)C2O)c(=O)[nH]c1=O (centres undefined),2,-1.5,-0.2,0.8,0.4,-4,-0.7,-2,0.4,1.8,-2
CCN(CC)C(=O)Cn1cnc2sc(C(=O)Nc3cc(OC)c(OC)c(OC)c3)c(C)c2c1=O,2,-0.9,1.0,0.4,0.7,-2,-1.2,-1,-1.2,-1.8,-2
Cc1n[nH]c(C)c1S(=O)(=O)N1CCCC(C(=O)NC2CCCc3ccccc32)C1 (centres undefined),2,4.1,1.4,-1.3,-1.1,0,0.0,-2,2.2,-0.8,-3
CCOc1c2ccc(C(=O)NCc3ccc4c(c3)OCO4)cc2nn1C,0,5.0,-2.4,1.7,-0.3,-380,-1.3,1,-0.6,0.3,2
COc1ccc(Br)cc1S(=O)(=O)n1ccnc1C,5,0.3,-1.6,0.9,0.5,3,-1.2,-1,0.0,-1.5,4
COc1cc(NC(=O)[C@H]2O[C@@H](n3ccc(N)nc3=O)[C@H](O)[C@@H]2O)cc(OC)c1OC,8,3.8,-2.2,.,1.9,-4,-0.8,-3,1.4,.,-5
COc1ccc(-n2ncc(C(C)NS(=O)(=O)c3cc(C)sc3C)c2C)cc1 (centres undefined),1,-2.8,1.7,-0.1,-1.3,2,-1.1,0,0.3,-0.6,-3
CCC(NC(=S)NCc1ccccc1)C(=O)O (centres undefined),-25,-0.3,3.8,0.3,-0.3,3,-0.4,.,-1.3,1.1,0
O=[N+]([O-])c1cccc(-n2nncc2-c2ccccc2)c1,9,-3.0,-0.4,-2.4,-0.1,0,-0.8,6,1.9,0.7,-2
COCCCNC(=O)Cn1cnc2c(NCc3ccccc3)ncnc21,5,0.1,-1.4,-0.1,-1.2,1,-1.4,6,-2.8,-0.7,-4
CCCN(CCC)Cc1cc(=O)oc2cc(C)c(Cl)cc12,4,2.9,-2.3,.,-1.0,-15,-1.0,1,-1.2,.,-5
O=C(CCN1C(=O)[C@@H]2Cc3ccccc3CN2C1=O)NCc1ccc(Cl)cc1,3,0.6,-0.4,-0.3,-0.5,-8,-0.7,4,-0.9,2.6,-3
O=C(C1CCCN1S(=O)(=O)c1ccc([N+](=O)[O-])cc1)N1CCN(c2ccccc2)CC1 (centres undefined),8,1.8,.,.,0.8,-2,0.0,-4,-3.6,.,-5
Cc1cc(C)nc(NS(=O)(=O)c2ccc(NC(=O)c3cccs3)cc2)n1,-6,-0.6,0.8,-0.4,0.1,1,-0.7,1,-0.3,0.6,0
CCCCn1c(SCC(=O)NC(=O)Cc2ccccc2)nc2ccccc2c1=O,13,-2.5,2.5,-0.3,0.5,-10,-1.1,4,-1.8,2.2,-1
O=C1[C@H]2[C@@H](c3ccccc3)N[C@]3(CCCN(CC4CCCCC4)C3=O)[C@H]2C(=O)N1Cc1ccccc1,-8,-2.3,0.1,1.4,-1.1,4,-0.5,0,-1.6,-8.7,-4
COC(C/C=C/[C@@H](O)[C@H](C)OCc1ccccc1)OC,8,2.8,0.4,1.7,0.7,-1,-1.2,-5,-1.7,0.9,0
CCN(CC)CCCNC(=O)C1c2ccccc2C(=O)N(C)C1c1ccc(OC)cc1 (centres undefined),7,2.4,0.4,-0.6,0.7,4,-1.4,-1,-1.8,-0.2,4
Cc1cc(C)n(-c2cc(C(=O)O)cc(C(=O)O)c2)n1,7,1.0,-1.3,1.5,-0.3,-2,-1.6,0,-0.5,-0.7,1
Nc1ncnn1Cc1ccccc1,3,2.0,1.3,-0.4,-0.4,4,0.3,-8,-0.8,-0.5,-1
Cc1cccc(CSc2ncnc3nc[nH]c23)c1,-20,-0.4,0.3,1.5,0.1,-6,-1.0,3,2.2,0.3,-3

# Some of the entries above, reformatted:
# Order of results – sPLA2-III inh	hgDAF12 agonist	PG9 Ab binder	DAX1 inh-1	DAX1 inh-2	PLC-beta3 inh	ssDAF12 agonist	NR1D1 modulator	hcDAF-12 act	FXN GAA850 act	SMARCA2 act
Cc1cc(C)n(-c2cc(C(=O)O)cc(C(=O)O)c2)n1
 : 7	1.0	-1.3	1.5	-0.3	-2	-1.6	0	-0.5	-0.7	1
Nc1ncnn1Cc1ccccc1
 : 3	2.0	1.3	-0.4	-0.4	4	0.3	-8	-0.8	-0.5	-1
